Salmonella PhoP GFP: PhoP regulon inhibitors, Salmonella typhi PhoP promoter GFP reporter, confirmatory (AID 1850). Salmonella Typhi PhoP-promoter GFP reporter, fluorescence, 4 h; higher % means a stronger effect. one-dose inhibition, % at 50 µM; IC50 in µM for titrated hits. hit rate 0.33% among 310,000; in the data active means a potency from the dose series; inconclusive means inhibition mostly from about 25% at the one dose, without a potency; inactive means the rest, 99 in 100 with inhibition below about 19%;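 further: 0% = induced wells with vehicle and 100% = uninduced wells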
tuberculosis growth: growth inhibition of non-replicating M. tuberculosis (AID 488890); Mycobacterium tuberculosis non-replicating, growth inhibition; higher % means a stronger effect; inhibition, % at 25 µM; hits with a dose series show IC50 in µM; hit rate 0.39% among 320,000; in the data active means a potency from the dose series; inconclusive means inhibition mostly from about 82% at the one dose, without a potency; inactive means the rest, 99 in 100 with inhibition below about 76%;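 further: plate controls were DMSO cells for no effect and high antibiotic wells for full effect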
VEEV TC-83 Vero: inhibitors of VEEV TC-83 cytopathic effect, confirmation, Vero cells (AID 588727); Vero cells, VEEV TC-83 cytopathic effect inhibition; higher % means a stronger effect; one-dose inhibition, % at 20 µM; IC50 in µM for titrated hits; hit rate 0.13% among 350,000; in the data active means a potency from the dose series; inconclusive means inhibition mostly from about 14% at the one dose, without a potency; inactive means the rest, 99 in 100 with inhibition below about 12%; further: strong numbers were not always called active
H37Rv inhibition: M. tuberculosis growth inhibition, HTS (AID 449762). M. tuberculosis H37Rv growth inhibition, 7H9 media; higher % means a stronger effect. hit rate 0.59% among 330,000. inhibition, % at 25 µM, or IC50 in µM where a hit was titrated; in the data active means a potency from the dose series; inconclusive means inhibition above about 70% without an active follow-up result;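 further: bacterial growth assessed after seven days of incubation; strong numbers were not always called active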
influenza NS1A: H1N1 influenza NS1A inhibitors, functional cell based assay (AID 504329). NS1A functional cell-based assay, percent inhibition; higher % means a stronger effect. one-dose inhibition, % at 12.5 µM; IC50 in µM for titrated hits. hit rate 0.3% among 340,000; in the data active means a potency from the dose series; inconclusive means inhibition above about 27% without an active follow-up result; further: strong numbers were not always called active
VEEV TC-83 Vero 10K pilot screen: second read-out of VEEV TC-83 Vero, no call of its own (marks repeat the call); inhibition, %; measured here: 10K pilot screen inhibition
Active calls of the source: *; i = inactive; u = inconclusive; x = not tested or not shown.

SMILES	Salmonella PhoP GFP	tuberculosis growth	VEEV TC-83 Vero	H37Rv inhibition	influenza NS1A	others
C=C(C)c1cccc(C(C)(C)NC(=O)NCc2ccc(OC)c(OC)c2)c1	4%	4%	0.3%	-3%	-1%
COc1ccc(-c2nc(CS(=O)CC(=O)NCCCN3CC(C)CC(C)C3)c(C)o2)cc1OC (stereo not given)	-12%	4%	2.1%	-11%	-1%
COc1ccc(OC)c(N/C(C)=C/C(=O)c2ccc(C)o2)c1	1%	4%	i	5%	3%
N#CCCCC#Cc1ccc2c(c1)COc1c3ccccc3nn1-2	6%	50%	2.0%	u	-4%
C=CCn1c(COc2ccccc2-c2ccccc2)nnc1SCC(=O)NC(=O)NCc1ccco1	0%	13%	0.6%	0%	4%
CC1CCC(NC(=O)CCS(=O)(=O)c2ccc3c(c2)NC(=O)CS3)CC1 (stereo not given)	-38%	12%	0.2%	11%	-10%
COc1ccccc1C(CNC(=O)C1CC(=O)N(Cc2ccc(C)cc2)C1)N1CCCC1 (stereo not given)	4%	-11%	0.7%	-12%	-3%
c1ccc2nc3c(nc2c1)c1ccccc1n3CCN1CCOCC1	-8%	34%	0.4%	2%	-1%
N#Cc1ccc(C(=O)Nc2ccc(S(=O)(=O)NC3=NCCCCC3)cc2)cc1	-9%	2%	i	-7%	-10%
O=c1oc2ccc(NS(=O)(=O)c3cccc4cccnc34)cc2s1	1%	6%	i	-3%	10%
COCCNC(=O)C(=O)NNC(=O)CCc1ccccc1	-2%	-5%	1.0%	-2%	-8%
O=S(=O)(c1ccc(Cl)cc1)c1nc(-c2ccco2)oc1N1CCOCC1	7%	-7%	0.4%	2%	-13%
COc1cccc(N2CC(O)Cn3c2nc2c3c(=O)[nH]c(=O)n2C)c1 (stereo not given)	-1%	22%	0.0%	6%	-1%
COC(=O)c1ccc(-c2ccco2)n1Cc1ccccc1Cl	-3%	21%	1.5%	7%	1%	VEEV TC-83 Vero 10K pilot screen=3.0
O=C(Nc1cccc(C(=O)O)c1)/C(=C\c1ccccc1)NC(=O)c1ccccc1	13%	0%	0.5%	1%	-9%
CN(Cc1ccc(Cl)c(Cl)c1)C(=O)c1cccc(S(=O)(=O)N2CCN(Cc3ccccc3)CC2)c1	x	14%	2.9%	-8%	-16%
Cc1ccc(C)c(NC(=O)c2oc(=O)c3ccccc3c2-c2ccccc2)c1	1%	-9%	2.7%	4%	-8%
N#Cc1nc(-c2ccc(OCc3ccccc3)cc2)oc1NCc1cccnc1	2%	54%	3.8%	68%	-9%
COc1ccc(C(=O)Nc2cc(C(F)(F)F)ccc2Cl)cc1OC	-5%	x	2.3%	x	0%
Cc1cc2oc(=O)c3c(c2cc1OCc1nn[nH]n1)CCCC3	-6%	25%	0.2%	-12%	-9%

Copied from the listing, 14 compounds:
SMILES	Salmonella PhoP GFP	tuberculosis growth	VEEV TC-83 Vero	H37Rv inhibition	influenza NS1A	others
C=C(C)c1cccc(C(C)(C)NC(=O)NCc2ccc(OC)c(OC)c2)c1	4%	4%	0.3%	-3%	-1%
COc1ccc(-c2nc(CS(=O)CC(=O)NCCCN3CC(C)CC(C)C3)c(C)o2)cc1OC (stereo not given)	-12%	4%	2.1%	-11%	-1%
COc1ccc(OC)c(N/C(C)=C/C(=O)c2ccc(C)o2)c1	1%	4%	i	5%	3%
N#CCCCC#Cc1ccc2c(c1)COc1c3ccccc3nn1-2	6%	50%	2.0%	u	-4%
C=CCn1c(COc2ccccc2-c2ccccc2)nnc1SCC(=O)NC(=O)NCc1ccco1	0%	13%	0.6%	0%	4%
CC1CCC(NC(=O)CCS(=O)(=O)c2ccc3c(c2)NC(=O)CS3)CC1 (stereo not given)	-38%	12%	0.2%	11%	-10%
COc1ccccc1C(CNC(=O)C1CC(=O)N(Cc2ccc(C)cc2)C1)N1CCCC1 (stereo not given)	4%	-11%	0.7%	-12%	-3%
c1ccc2nc3c(nc2c1)c1ccccc1n3CCN1CCOCC1	-8%	34%	0.4%	2%	-1%
N#Cc1ccc(C(=O)Nc2ccc(S(=O)(=O)NC3=NCCCCC3)cc2)cc1	-9%	2%	i	-7%	-10%
O=c1oc2ccc(NS(=O)(=O)c3cccc4cccnc34)cc2s1	1%	6%	i	-3%	10%
COCCNC(=O)C(=O)NNC(=O)CCc1ccccc1	-2%	-5%	1.0%	-2%	-8%
O=S(=O)(c1ccc(Cl)cc1)c1nc(-c2ccco2)oc1N1CCOCC1	7%	-7%	0.4%	2%	-13%
COc1cccc(N2CC(O)Cn3c2nc2c3c(=O)[nH]c(=O)n2C)c1 (stereo not given)	-1%	22%	0.0%	6%	-1%
COC(=O)c1ccc(-c2ccco2)n1Cc1ccccc1Cl	-3%	21%	1.5%	7%	1%	VEEV TC-83 Vero 10K pilot screen=3.0

Next records
SMILES	Salmonella PhoP GFP	tuberculosis growth	VEEV TC-83 Vero	H37Rv inhibition	influenza NS1A	others
COC(=O)c1cccc(Cn2c(Cl)c(/C=N/NC(=O)c3ccco3)sc2=O)c1	5%	10%	5.9%	33%	2%
Cc1cc(S(=O)(=O)Nc2ccc(C(=O)NCC(C)(C)N3CCOCC3)cc2)ccc1F	-8%	-1%	2.0%	-2%	22%
Cc1cccc(NC(=O)CSc2nnc(CNC(=O)c3ccc(S(=O)(=O)N(C)C)cc3)n2-c2ccccc2)c1	-7%	3%	1.3%	-4%	3%
CN1CCN(S(=O)(=O)c2cccc(C(=O)NC3CCCc4ccccc43)c2)CC1 (stereo not given)	6%	-16%	1.9%	-4%	2%
Cc1ccc(NC(=O)CN2CCc3ccccc3C2)cc1	-1%	32%	2.1%	-18%	-7%
CNC(=O)/C(C#N)=C/c1c(N2CCN(C)CC2)nc2c(C)cccn2c1=O	-1%	-14%	0.0%	-8%	6%
Cc1ccc(C(=O)OCCc2c(C)[nH]n(-c3ccccc3)c2=O)cc1	-4%	10%	4.0%	-1%	-4%
COc1ccc(CNC(=O)c2ccc(N3CCC4(CC3)CC(c3ccc(Cl)cc3)=NO4)c(NC(=O)Cc3ccc(F)cc3)c2)cc1	x	8%	i	2%	6%
CCn1c(SCC(=O)NC2CCCCC2)nnc1-c1cc2cccc(OC)c2o1	0%	x	8.6%	-5%	-1%
COc1ccc(OC)c(NC(=O)CSc2nncc3ccc(OC)c(OC)c23)c1	-13%	0%	6.3%	5%	-6%
O=C(NC1CCCc2c1cnn2-c1ccccc1F)c1ccccn1 (stereo not given)	-10%	8%	5.7µM*	-3%	-8%
Cc1cc(N2CCOCC2)nc(SCC(=O)OCc2ccccc2)n1	-1%	18%	i	4%	12%
COc1cccc(NC(=S)N(CCCN2CCCC2)Cc2cccn2Cc2ccc(Cl)cc2)c1	7%	71%	24%	6%	11%
Nc1nc(N)c(N=Nc2ccc(C(=O)O)cc2)c(N)n1	-3%	-18%	0.3%	17%	18%
CCOC(=O)c1ccc(NC(=O)N2CC(C)OC(C)C2)cc1 (stereo not given)	0%	6%	1.6%	-5%	3%
CCOc1cccc(/C=C/c2ccc3ccccc3n2)c1OC(C)=O	-17%	33%	14%	29%	-15%
COc1cccc(NC(=O)COc2ccc(C(=S)N3CCN(C)CC3)cc2OC)c1	-17%	14%	1.0%	-8%	-9%
Cn1nnnc1SCC(=O)Nc1ccccc1C(N)=O	23%	2%	1.6%	4%	-10%
COC(=O)Cc1ccc(NC(=O)c2ccc3c(c2)C(=O)N(Cc2cccnc2)C3=O)cc1	0%	-5%	i	-6%	6%
Cc1c(C)c(C)c(C(=O)CCc2cccc(NC(=O)CCC(=O)O)c2)c(C)c1C	14%	12%	0.2%	6%	-2%
CC(C)CN(C(=O)C1CCCO1)c1c(N)n(CC(C)C)c(=O)[nH]c1=O (stereo not given)	x	x	0.8%	x	-16%
Cc1cc(Cl)ccc1NC(=O)COC(=O)CCNS(=O)(=O)c1ccccc1	x	10%	0.8%	-3%	-18%
CCN(CC)S(=O)(=O)c1cccc(NC(=O)c2ccccc2Br)c1	-7%	15%	0.4%	-10%	4%
COc1ccc(-c2csc(NC(=O)CSCc3c(C)noc3C)n2)c(OC)c1	-8%	19%	7.0%	u	2%
C/C(=N\NC(=O)c1ccc([N+](=O)[O-])cc1)c1cccc([N+](=O)[O-])c1	4%	23%	i	62%	-14%
Cc1cccc(C)c1NC(=O)CN(C)c1ccc(C(F)(F)F)cn1	-2%	11%	0.1%	-3%	4%
O=C(NN1C(=O)/C(=C/c2cccs2)SC1=S)c1cccnc1	-3%	-3%	2.5%	3%	x
Cn1c(=O)c2c(nc(CN3CCN(C(=O)c4ccco4)CC3)n2Cc2ccc(F)cc2)n(C)c1=O	0%	19%	0.1%	-1%	-25%
CCCc1nn2c(=O)cc(COc3ccc(NC(=O)c4ccco4)cc3)nc2s1	3%	13%	3.7%	8%	-9%
O=S(=O)(NCCc1ccc(F)cc1)c1ccc(F)cc1Br	x	x	1.0%	x	-18%
O=C(c1ccc2ccccc2c1)C1CCCN(C(=O)c2cnccn2)C1 (stereo not given)	1%	-4%	2.4%	2%	-23%
CC1=CN2C(=N)/C(=C/c3ccc(Sc4ccc(C)cc4)o3)C(=O)N=C2S1	-9%	-10%	i	3%	4%
Cc1ccc(S(=O)(=O)N(C)CC(=O)NNC(=O)Cc2ccccc2F)cc1	x	-6%	0.9%	1%	-4%
CCOC(=O)c1cnc(SCC(=O)Nc2cc(OC)cc(OC)c2)nc1N	-11%	19%	1.1%	1%	-22%
COc1ccc(-c2cc(=O)oc3cc(OCC(=O)N(C)C4CCS(=O)(=O)C4)ccc23)cc1 (stereo not given)	-11%	-5%	2.0%	7%	12%
CN(c1ccccc1)c1cc(Br)nc(Br)c1	5%	3%	2.4%	1%	-18%
COc1ccccc1C(=O)C1CCCN(C(=O)CCc2ccccn2)C1 (stereo not given)	-7%	18%	0.7%	0%	-11%
O=C(CNCc1ccccc1Cl)Nc1ccccc1N1CCCCC1	1%	16%	0.5%	3%	0%
Cc1c(C(=O)NCCSCc2ccccc2)cccc1[N+](=O)[O-]	10%	22%	i	1%	-8%
COc1ccc(OCCNC(=O)/C=C/c2ccccc2)cc1	-2%	38%	i	-1%	9%
COc1ccc(NC(=S)NC(=O)c2ccccc2Cl)cc1	-2%	-5%	1.4%	6%	1%
N#Cc1c(-c2ccccc2)nc(SCc2ccc([N+](=O)[O-])cc2)[nH]c1=O	-2%	7%	i	-7%	-5%
Cc1ccc(C(=O)NCC(=O)OCCCOC(=O)CNC(=O)c2ccc(C)cc2)cc1	5%	-3%	1.2%	-1%	-3%
O=C(Cn1nc(C(=O)O)c2ccccc2c1=O)Nc1cccc(S(=O)(=O)N2CCOCC2)c1	x	-7%	1.2%	5%	-18%
CCOCCCN(C)C1CCN(C(=O)c2oc3ccccc3c2NC(=O)Cc2ccc(F)cc2)CC1	-4%	16%	i	0%	-12%
O=C(Nc1nc2ccc(F)cc2s1)C1CCCO1 (stereo not given)	1%	33%	0.5%	6%	9%
Cc1cccc(NS(=O)(=O)c2ccc(C)c(C(=O)NCc3ccccn3)c2)c1	x	x	3.5%	x	-1%
CC(CN1CCN(C)CC1)OC(=O)c1ccc(Cl)cc1 (stereo not given)	8%	-2%	0.9%	2%	-7%
O=c1[nH]c(=S)n(C2CCCCC2)c(O)c1C=NCCN1CCOCC1	0%	18%	1.2%	5%	-1%
COCC[N+]1(C)CCCCC1	0%	18%	0.6%	3%	-4%
Cc1[nH]cnc1C(=O)N/N=C/c1c(Cl)cccc1Cl	-6%	-20%	0.6%	-1%	5%
O=C(/C=C/c1ccc(Cl)cc1)N(Cc1ccccc1)C1CCS(=O)(=O)C1 (stereo not given)	-4%	9%	8.1%	-6%	-7%
CC1CN(Cc2cn(C)nc2-c2ccc(Oc3ccccc3)cc2)CCN1C (stereo not given)	2%	24%	i	-7%	7%
O=C(Nc1ccccc1)c1sccc1Oc1ccc([N+](=O)[O-])cc1F	8%	0%	6.6%	0%	15%
Cc1cccn2c(=O)c(C=O)c(N3CCCCCC3)nc12	-4%	6%	0.7%	-2%	-1%
CCc1nc2ccccc2c(C(=O)OCC(=O)NC2CC2)c1C	x	4%	5.5%	2%	-17%

2 entries drawn at random from the list so far, as already listed:
SMILES	Salmonella PhoP GFP	tuberculosis growth	VEEV TC-83 Vero	H37Rv inhibition	influenza NS1A	others
O=c1[nH]c(=S)n(C2CCCCC2)c(O)c1C=NCCN1CCOCC1	0%	18%	1.2%	5%	-1%
COCC[N+]1(C)CCCCC1	0%	18%	0.6%	3%	-4%

Compounds as they come; 1.4% or so of the library scored in one or more.
